Growth percent in the NCI-60 one-dose screen (48 h, 10 µM unless noted): 100 = growth as untreated, 0 = no growth, -100 = all killed.
HCT-15 – HCT-15 colon cancer; 82,000 compounds, 5.2% hits; AID 1794746
COLO 205 – COLO 205 colon cancer; AID 1794742; 79,000 compounds, 7.3% hits
NCI-H460 – NCI-H460 lung cancer. 82,000 compounds, 6.8% hits. AID 1794736
NCI-H226 – NCI-H226 lung cancer. 79,000 compounds, 3.5% hits. AID 1794732
HT29 – HT29 colon cancer. AID 1794748. 81,000 compounds, 7.4% hits
NCI-H322M – NCI-H322M lung cancer | 80,000 compounds, 2.7% hits
SW-620 – SW-620 colon cancer | AID 1794795 | 82,000 compounds, 5.2% hits
KM12 – KM12 colon cancer cells; 82,000 compounds, 5% hits; AID 1794800
HCT-116 – HCT-116 colon cancer | 82,000 compounds, 7.3% hits | AID 1794798
The depositor's hits bear a star; . = no result given; & = joins results of further samples; [ ] = dose if it differs, or a comment. The calls were made as follows: active = growth percent below 10; inactive = the rest.

SMILES | HCT-15 | COLO 205 | NCI-H460 | NCI-H226 | HT29 | NCI-H322M | SW-620 | KM12 | HCT-116
CC1CCN(CCOc2ccc(CNc3ccc4nc(CCC5CCCCC5)[nH]c4c3)cc2)CC1 | -22* | -85* | 27 | 31 | 10 | 58 | 14 | 44 | 14
Cc1cc(=O)n(-c2nc(-c3cccs3)c(C#N)c(=O)[nH]2)[nH]1 | 106 | 110 | 122 | 106 | 96 | 93 | 108 | 103 | 102
COc1cc(/C=N/Nc2ccc(Cl)cc2)cc(OC)c1OC | 73 | 104 | 93 | 87 | 93 | 83 | 37 | 21 | 74
O=C(NCc1nnc2n(Cc3ccccc3)c(=O)c3c4c(sc3n12)CCCC4)c1ccccc1 | 88 | 83 | 79 | 82 | 78 | 88 | 102 | 91 | 80
CCNc1cccc(S(=O)(=O)O)c1 | 101 | 105 | 108 | 98 | 98 | 105 | 104 | 105 | 103
COc1ccc2c(c1)C(Sc1ccc(Br)cc1)c1c(nc(N)c(C#N)c1N)O2 (stereo not drawn) | 76 | 90 | 82 | 83 | 91 | 84 | 80 | 75 | 75
COc1c(NC(C)=O)c2c(c([N+](=O)[O-])c1OC)C(=O)OC2 | 116 | 107 | 118 | 105 | 104 | 111 | 112 | 111 | 106
COc1cc(/C=N\NC(=O)CN2CCN(c3cc4c(cc3F)c(=O)c(C(=O)N/N=C/c3cc(OC)c(OC)c(OC)c3)cn4C3CC3)CC2)cc(OC)c1OC | 101 | 7.5* | -23* | -65* | 4.5* | 11 | 6.1* | -62* | -33*
O=C(Nc1cccc2c1Oc1ccccc1O2)C(F)(F)F | 101 | 107 | 168 | 85 | 112 | 100 | 97 | 107 | 95
O=C(Nc1ccccc1)c1ccc([N+](=O)[O-])cc1 | 100 | 110 | 119 | 113 | . | 85 | 116 | 109 | 107
COc1ccc(-c2[nH][nH]c(=O)c2-c2nc3ccccc3s2)cc1 | 95 | 112 | 105 | 98 | 106 | 100 | 101 | 101 | 101
COc1cc2c(c(OC)c1OC)CCC(c1cccc(NC(=O)c3ccc([N+](=O)[O-])cc3)c1)O2 (stereo not drawn) | 78 | 91 | 71 | 49 | 85 | 89 | 83 | 72 | 62
Nc1ncnc2sc(-c3ccccc3)c(-c3ccccc3)c12 | 71 | 81 | 71 | 82 | 65 | 84 | 88 | 19 | 78
C=C1C(=O)O[C@H]2[C@H]1CC/C(COC(=O)C(=O)c1c[nH]c3ccc(OC)cc13)=C\CC[C@@]1(C)O[C@@H]21 | -50* | -69* | -54* | -68* | -70* | -70* | -61* | -71* | -97*
CCCSc1nc(-c2ccc(OCc3ccccc3)c(OC)c2)c(C#N)c(=O)[nH]1 | 100 | 110 | 100 | 85 | 104 | 102 | 104 | 102 | 108
Fc1ccc2c(c1)Sc1ccccc1N2 | 97 | 110 | 104 | 95 | 105 | 105 | 85 | 98 | 99
CCN(CC)CC(Cc1ccccc1)OC(=O)c1ccc(N)cc1 (stereo not drawn) | 110 | 107 | 103 | 90 | 86 | 85 | 101 | 98 | 81
CC(=O)C1=CC[C@H]2[C@@H]3CCC4=CC(=O)CC[C@]4(C)[C@H]3CC[C@]12C | 91 | 95 | . | 100 | 96 | 117 | . | 105 | 86
N#CCc1cnc2ccccc2n1 | 99 | 97 | 105 | 92 | 100 | 102 | 94 | 100 | 84
N#CCCn1nc2c(c1N)CCC2 | 95 | 136 | 103 | 93 | 101 | 102 | 103 | 84 | 97
N#Cc1cccc(NC(=O)c2oc3ccccc3c2-c2cnn(-c3ccccc3)c2)c1 | 74[50 µM] | 92[50 µM] | 84[50 µM] | 72[50 µM] | 86[50 µM] | 74[50 µM] | 89[50 µM] | 82[50 µM] | 71[50 µM]
CCOC(=O)C1[C@@H]2C(=O)N(c3ccc(OC)cc3)C(=O)[C@@H]2[C@H](c2cn(-c3ccccc3)nc2-c2ccccc2)N1Cc1ccccc1 (stereo partly drawn) | 98 | 113 | 96 | 87 | 96 | 120 | 99 | 100 | 97
O=[N+]([O-])c1ccc(/C=N/O)s1 | 93 | 87 | 96 | 99 | 102 | 88 | 105 | 93 | 98
O=S(=O)(NCCNc1cc(-c2c(-c3cccc(O)c3)nc3sccn23)ccn1)c1cccc2ccccc12 | 94 | . | 105 | 98 | 98 | 101 | 114 | 105 | 94
CC(=O)Nc1ccc(C)cc1C | 102 | 116 | 106 | 103 | 95 | . | 103 | 98 | 110
CC(C)(C)CC(C)(C)Nc1c(-c2cccnc2)nc2cnccn12 | 98 | 113 | 104 | 96 | 94 | 103 | 107 | 103 | 90
Cc1ccc2nc(NC(=O)CSc3nc(Cl)c(C#N)c(-c4ccccc4)n3)sc2c1 | 100 | 110 | 106 | 107 | 102 | 101 | 103 | 110 | 102
CN(C)CCOC(=O)Nc1ccc(Cl)cc1 | 108 | . | 106 | 89 | 83 | 92 | 104 | 104 | 87
Cc1nc2ccccc2n1C(=O)CN=C1NC(=O)CS1 | 103 | 108 | 104 | 99 | 104 | 103 | 109 | 102 | 95
O=C(C1=Cc2cc3ccccc3n2Cc2cnnn21)c1ccc(-c2ccccc2)cc1 | 101 | 116 | 107 | 99 | 109 | 106 | 102 | 97 | 100
COc1ccc(CCN2C(=O)/C(=C/c3cnc(C#N)s3)SC2=S)cc1 | 96 | 111 | 107 | 102 | 108 | 102 | 103 | 100 | 106
Oc1ccc(-c2nnc3c4[nH]ccc4ncn23)cc1 | 110 | 105 | 90 | 100 | 98 | 98 | 108 | 104 | 89
NC1=NC(c2ccccc2O)c2sc3ccc(Cl)cc3c2N1 (stereo not drawn) | 106 | 107 | 99 | 87 | 106 | 96 | 99 | 104 | 89
NC(=O)CSc1nc2ccccc2c(=O)n1CCc1ccccc1 | 106 | 123 | 110 | 100 | 107 | 101 | 114 | 101 | 102
CCOP(=O)(CCCCCCP(=O)(OCC)OCC)OCC | 97 | 120 | 112 | 104 | 108 | 109 | 105 | 110 | 112
CCOc1nc2c(N)ncnc2n1CC(F)F | 107 | 131 | 118 | 102 | 119 | 118 | 112 | 106 | 99
CC(C)CC(C)NCCO (stereo not drawn) | 108 | 99 | 118 | 106 | 101 | 123 | 109 | 109 | 101
O=[N+]([O-])c1ccc(N=Nc2c(O)[nH]c3ccccc23)c([N+](=O)[O-])c1 | 77 | 95 | 78 | 96 | 92 | 82 | 101 | 78 | 84
CC(=O)C(/C=N\C(N)=S)=C(\C)O | 107 | 112 | 106 | 105 | 100 | 104 | 111 | 101 | 116
COC(=O)[C@]12CC[C@@H](C)[C@H](C)[C@@H]1C1=CC[C@@H]3[C@@]4(C)C(C=O)=C[C@@](C)(COC(=O)c5ccco5)[C@@H]4[C@H](O)C[C@@]3(C)[C@]1(C)CC2 | -78* | -79* | -60* | -42* | -64* | 33 | -56* | -57* | -76*
COc1cc2cc(NC(=O)c3ccc(Cl)cc3)nc(C)c2cc1OC | 94 | 99 | 97 | 105 | 94 | . | 98 | 99 | 94
CNC(=O)NNC(=O)NC | 95 | 108 | 103 | 93 | 117 | 100 | 102 | 102 | 97
O=C1C(Cl)=C(Cl)C(=O)c2c1nc1n2CCCC1 | 103 | 5.8* | 40 | 109 | 100 | 53 | 82 | 81 | 84
Cc1ncc(C(=O)Nc2ccc(CN3CCN(C)CC3)c(C(F)(F)F)c2)cc1C#Cc1cncc2ncccc12 | 48 | 32 | 61 | 47 | 32 | 51 | 60 | 14 | 42
Cc1cc2nc(C(C)(C)O)[nH]c2cc1C | 108 | 94 | 103 | 75 | 107 | 120 | 104 | 103 | 104
CC(=O)Nc1ccc(S(=O)(=O)Nc2ccc([N+](=O)[O-])cc2)cc1 | 92&103&99 | 117&116&115 | 108&109&100 | 111&108&89 | 107&103&108 | 98&137&102 | 108&111&100 | 104&106&99 | 105&107&101
COc1ccc(Cl)c(C(C)=O)c1 | 98 | 124 | 106 | 102 | 110 | 107 | 97 | 102 | 104
O=C(Nc1ccc(N=Cc2c(O)[nH]c3ccccc23)cc1)Nc1nccs1 | 29 | 26 | 17 | 30 | 18 | 53 | 21 | 59 | 27
COC(=O)c1[nH]cnc1/N=N/N(C)CCO | 109 | 120 | 105 | 101 | 108 | 108 | 102 | 106 | 93
Nc1cc2nc3ccccc3oc-2cc1=O | 18 | -75* | -29* | 67 | 39 | 108 | 12 | 32 | 45
COc1ccc(/C=N/NC(=O)c2cnn3c2NC(c2ccccc2)C3)cc1OC (stereo not drawn) | 42 | 46 | 28 | 94 | 14 | 75 | 44 | 45 | 22
COC(=O)C1CCN(S(=O)(=O)c2ccc(-c3ccccc3)cc2)CC1 | 110 | 108 | 110 | 93 | 109 | 116 | 102 | 102 | 115
O=C1CSC(c2ccccc2Cl)N1c1nnc(Cn2cnnc2)o1 (stereo not drawn) | 28 | . | 34 | 79 | 22 | 87 | 39 | 51 | 13
CCSc1nnc(-c2c(C)nc3ccc(Br)cn23)o1 | 76 | 89 | 91 | 96 | 88 | 89 | 102 | 95 | 97
Cc1cccc(/C=C/c2c(C(=O)c3ccccc3)c(=O)[nH]c3ccccc23)c1 | 103 | 106 | 118 | 79 | 99 | 102 | 107 | 103 | 99
CCC(C(C)=O)(c1ccccc1)c1ccccc1 | 104 | 101 | 117 | 93 | 103 | 98 | 110 | 92 | 104
Cc1ccc(/C(=N\NC(N)=S)C2CC2)cc1 | 76 | 90 | 96 | 110 | 68 | 115 | 91 | 107 | 57
COC(=O)CCC1=C(C)C(C)=N/C1=C\c1[nH]c(-c2ccc[nH]2)cc1OC | -2.6* | 13 | 1.0* | 21 | . | 12 | 7.5* | 13 | -60*
O=[N+]([O-])c1ccc(C(c2ccccc2)c2ccccc2)cc1 | 86 | 93 | 94 | 100 | 84 | 78 | 87 | 91 | 70
COc1cc([C@@H]2c3cc4c(cc3[C@H](O)[C@H]3COC[C@@H]23)OCO4)cc(OC)c1OC | 59 | 97 | 94 | 89 | 79 | 104 | 54 | 50 | 67

Remaining list, next part:
SMILES | HCT-15 | COLO 205 | NCI-H460 | NCI-H226 | HT29 | NCI-H322M | SW-620 | KM12 | HCT-116
CCCCCNCCO | . | 104 | 110 | 105 | 99 | 124 | 109 | 113 | 114
Cc1ccc(CSc2nc(-c3ccc(F)cc3)c(C#N)c(N3CCN(c4ccccc4)CC3)n2)cc1 | 86 | 88 | 94 | 96 | 92 | 96 | 93 | 96 | 85
Cc1ccccc1N=C(N)Nc1ccccc1C | 103 | 102 | 110 | 96 | 110 | 102 | 100 | 105 | 103
NC(=O)c1cccc(-n2ccc3cc(NC(=O)c4ccc(F)c(C(F)(F)F)c4)ccc32)n1 | 39 | . | 67 | 65 | 43 | 100 | 87 | 51 | 62
CCOC(=O)c1cc(C(=O)c2ccc(OC)cc2)n2ccc(/C=C/c3ccn4c(C(=O)c5ccc(OC)cc5)cc(C(=O)OCC)c4c3)cc12 | 105 | 110 | 101 | 102 | 100 | 99 | 97 | 101 | 95
CCN(CC)CCC(=O)c1cccc([N+](=O)[O-])c1 | 99 | 112 | 110 | 100 | 118 | 111 | 104 | 98 | 106
COc1cc(CNC(=O)/C=C/C=C/c2ccc3c(c2)OCO3)ccc1OCc1cn(-c2ccc(Cl)c(Cl)c2)nn1 | -50* | . | -58* | 31 | 5.6* | 22 | -33* | 1.1* | -31*
c1ccc(OCCOCCOc2ccccc2)cc1 | 98 | 110 | 105 | . | 100 | 104 | 108 | 109 | 102
CCOc1ccc(N2C(=O)C(C)CNC2=S)cc1 (stereo not drawn) | 105 | 108 | 105 | 109 | 109 | . | 102 | 108 | 101
Nc1n[nH]c(-c2ccccc2CO)c1-c1nc2ccccc2s1 | 115 | 113 | 104 | 97 | 111 | 103 | 101 | 110 | 114
Cc1cc(O)c(C(C)C)cc1N=C1C=CC(=O)C=C1 | 113 | 141 | 113 | 99 | 127 | 112 | 101 | 107 | 101
O=C(O)c1cn(C2CC2)c2cc(N3CCN(CC(=S)Nc4ccc(Cl)cc4)CC3)c(F)cc2c1=O | 100 | 112 | 95 | 100 | 103 | 72 | 103 | 106 | 103
NC(N)=N/N=C\c1c(Cl)cccc1Cl | 94 | 41 | 96 | 88 | 68 | 96 | 105 | 99 | 78
Cc1nc2c(c3nnc(-c4ccc(F)cc4)n13)CC(C)c1ccccc1N2C (stereo not drawn) | 96 | 97 | 110 | 97 | 99 | 91 | 109 | 100 | 98

Of the compounds above, nine contain a cyano group.
SMILES | HCT-15 | COLO 205 | NCI-H460 | NCI-H226 | HT29 | NCI-H322M | SW-620 | KM12 | HCT-116
Cc1cc(=O)n(-c2nc(-c3cccs3)c(C#N)c(=O)[nH]2)[nH]1 | 106 | 110 | 122 | 106 | 96 | 93 | 108 | 103 | 102
COc1ccc2c(c1)C(Sc1ccc(Br)cc1)c1c(nc(N)c(C#N)c1N)O2 (stereo not drawn) | 76 | 90 | 82 | 83 | 91 | 84 | 80 | 75 | 75
CCCSc1nc(-c2ccc(OCc3ccccc3)c(OC)c2)c(C#N)c(=O)[nH]1 | 100 | 110 | 100 | 85 | 104 | 102 | 104 | 102 | 108
N#CCc1cnc2ccccc2n1 | 99 | 97 | 105 | 92 | 100 | 102 | 94 | 100 | 84
N#CCCn1nc2c(c1N)CCC2 | 95 | 136 | 103 | 93 | 101 | 102 | 103 | 84 | 97
N#Cc1cccc(NC(=O)c2oc3ccccc3c2-c2cnn(-c3ccccc3)c2)c1 | 74[50 µM] | 92[50 µM] | 84[50 µM] | 72[50 µM] | 86[50 µM] | 74[50 µM] | 89[50 µM] | 82[50 µM] | 71[50 µM]
Cc1ccc2nc(NC(=O)CSc3nc(Cl)c(C#N)c(-c4ccccc4)n3)sc2c1 | 100 | 110 | 106 | 107 | 102 | 101 | 103 | 110 | 102
COc1ccc(CCN2C(=O)/C(=C/c3cnc(C#N)s3)SC2=S)cc1 | 96 | 111 | 107 | 102 | 108 | 102 | 103 | 100 | 106
Cc1ccc(CSc2nc(-c3ccc(F)cc3)c(C#N)c(N3CCN(c4ccccc4)CC3)n2)cc1 | 86 | 88 | 94 | 96 | 92 | 96 | 93 | 96 | 85

Assay outcomes from PubChem.
